From PubChem
CR mimetic SO: caloric restriction mimetics inhibiting age-related superoxide in yeast; AID 2690; superoxide response (% of plate mean), % at 10 µM; 330,000 tested, 0.18% active; S. cerevisiae aged cells, superoxide DHE fluorescence; stronger effect = lower value;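 active = superoxide response under a set limit, about three screen SD below normal, cut at about 65% in these data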;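 also: yeast aged for seven days with compound at 30 °C before DHE staining; 100% = average MFI of all compound-treated wells on the plate with controls excluded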
GASC-1 inh: blocks human GASC-1 demethylase activity | AID 2099 | GST-JMJD2C(1-420) H3K9me3 demethylation, DELFIA europium | Q9H3R0 | inhibition, % at 2.35 µM | 330,000 tested, 0.069% active;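 active = more than half of a compound's replicate wells show inhibition beyond 50%, single wells judged on their own value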;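 also: signal counts dimethyl H3K9 product captured on neutravidin plate; 0% = median of DMSO wells and 100% = 0.3 times that DMSO median; strong numbers were not always called active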
Target sequence (Q9H3R0 1-420 limits assumed): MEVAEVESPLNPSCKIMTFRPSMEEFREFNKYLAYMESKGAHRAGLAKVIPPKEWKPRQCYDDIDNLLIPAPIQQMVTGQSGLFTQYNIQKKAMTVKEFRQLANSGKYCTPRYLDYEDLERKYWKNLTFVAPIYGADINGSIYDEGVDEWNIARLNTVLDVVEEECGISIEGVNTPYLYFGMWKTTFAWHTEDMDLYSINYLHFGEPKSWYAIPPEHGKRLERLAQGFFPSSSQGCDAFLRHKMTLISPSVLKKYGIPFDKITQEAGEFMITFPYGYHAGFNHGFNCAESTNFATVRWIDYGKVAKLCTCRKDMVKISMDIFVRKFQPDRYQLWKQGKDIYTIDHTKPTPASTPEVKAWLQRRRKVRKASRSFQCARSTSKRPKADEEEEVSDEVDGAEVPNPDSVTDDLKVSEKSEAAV
LAP4 TOR yeast: modulators of TOR pathway LAP4-GFP in S. cerevisiae | 320,000 tested, 0.34% active | GFP response vs DMSO, % at 10 µM | S. cerevisiae LAP4-GFP multiplex, flow cytometry GFP, 3 h; median GFP as percent of DMSO wells;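 active = GFP response vs DMSO above a set limit, about the screen mean plus 3 SD, cut at about 150% in these data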
procasp7 counter: counter-screen for procaspase-3 activators: activators of human procaspase-7 | 330,000 tested, 0.093% active | AID 463210 | activation, % at 8.5 µM | P55210 | recombinant procaspase-7, Ac-DEVD-pNA absorbance 405 nm; D23A/D198A/D206A triple mutant, cannot self-cleave; scale: DMSO 0, 5 µM enzyme 100;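 active = percent activation above the screen-wide mean plus 3 SD, cut at about 25% in these data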
Target sequence (P55210 whole entry D23A/D198A/D206A): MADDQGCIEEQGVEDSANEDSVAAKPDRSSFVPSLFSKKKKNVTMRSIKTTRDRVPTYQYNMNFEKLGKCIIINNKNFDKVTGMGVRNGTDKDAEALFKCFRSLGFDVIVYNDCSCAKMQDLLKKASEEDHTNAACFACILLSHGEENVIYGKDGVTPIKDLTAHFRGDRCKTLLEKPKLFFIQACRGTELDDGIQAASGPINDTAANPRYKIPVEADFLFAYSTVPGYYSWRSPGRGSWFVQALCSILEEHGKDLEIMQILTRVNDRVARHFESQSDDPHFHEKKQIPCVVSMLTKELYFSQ
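Material: Procaspase-7 triple mutant (PC-7 D3A) | Quantity: 2 µM procaspase-7 mutant as dispensed | Reagent: DEVD-pNA substrate | Times: 1 h preincubation, 2 h reaction | Technique: 405 nm absorbance of p-nitroaniline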
MEP2-GFP yeast: alters MEP2-GFP fluorescence in TOR pathway yeast screen | S. cerevisiae MEP2-GFP strain, flow cytometry GFP, 3 h; 100% = DMSO control level | GFP response vs DMSO, % at 10 µM | 330,000 tested, 0.51% active | AID 2016;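 active = GFP response versus DMSO above a set limit, roughly screen mean plus 3 SD, cut at about 180% in these data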;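 also: median GFP fluorescence of the barcode-gated MEP2-GFP cells per well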
AHR activator: activates the human aryl hydrocarbon receptor | AHR-responsive luciferase reporter cells, luminescence | activation, % at 5 µM | 320,000 tested, 2.5% active | AID 2796; in the data active = activation above about 47%;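 also: 0% = vehicle wells and 100% = reference agonist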
RPL19A-GFP yeast: yeast TOR pathway RPL19A-GFP modulation. 330,000 tested, 0.3% active. AID 2025. S. cerevisiae RPL19A-GFP strain, flow cytometry, 3 h; stronger effect = lower value. percent response vs DMSO, % at 10 µM;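 active = percent response vs DMSO below 50%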;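 also: median channel GFP fluorescence of the barcoded RPL19A-GFP strain; ratio of sample median GFP to plate DMSO average so 100% = DMSO; lower means less RPL19A-GFP as with rapamycin TOR inhibition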
proCasp3 act: activates human procaspase-3; P42574; recombinant procaspase-3 D3A, Ac-DEVD-pNA absorbance 405 nm; activation, % at 8.5 µM; 330,000 tested, 0.11% active;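 active = activation above the mean of all tested compounds plus 3 SD, cut at about 21% in these data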;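 also: 0% = DMSO alone and 100% = DMSO wells spiked with extra 5 µM PC-3 D3A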
Target sequence (P42574 whole entry D9A/D28A/D175A): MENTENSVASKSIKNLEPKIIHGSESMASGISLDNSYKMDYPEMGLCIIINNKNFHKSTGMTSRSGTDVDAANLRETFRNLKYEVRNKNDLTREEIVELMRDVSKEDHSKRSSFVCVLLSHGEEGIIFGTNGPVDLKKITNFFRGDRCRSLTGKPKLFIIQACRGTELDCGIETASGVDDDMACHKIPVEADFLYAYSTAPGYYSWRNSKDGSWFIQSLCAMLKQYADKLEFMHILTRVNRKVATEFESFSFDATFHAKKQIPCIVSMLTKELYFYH
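Technique: 405 nm absorbance of p-nitroaniline, reads at 0 and 120 min; Test system: Procaspase-3 D3A mutant; Incubation: 1 h enzyme-compound preincubation, then 2 h substrate reaction, 25 °C; Repeats: singlicate, each compound tested once; Benchmarks: low control DMSO wells, high control DMSO plus 5 µM PC-3 D3A.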
Starred values were filed as active, the others as inactive; [ ] = remark or other dose. An unsorted share of the library. About 3.8% of those tested had a hit in this group.

Preview, five compounds:
`O=C(O)c1ccc(Cl)c(S(=O)(=O)Nc2cccc(C(=O)Nc3cccc(C(F)(F)F)c3)c2)c1` gave CR mimetic SO 96, GASC-1 inh -6, LAP4 TOR yeast 103, procasp7 counter 4, MEP2-GFP yeast 100, AHR activator 6, RPL19A-GFP yeast 99 and proCasp3 act 3.
COc1ccc(CNC(=O)COc2cccnc2[N+](=O)[O-])cc1OC was read as CR mimetic SO 111, GASC-1 inh -4, LAP4 TOR yeast 92, procasp7 counter -1, MEP2-GFP yeast 106, AHR activator 12, RPL19A-GFP yeast 101 and proCasp3 act -9.
Screening Cc1ccccc1Oc1ccc(Oc2ccccc2C)nn1 returned CR mimetic SO 109, GASC-1 inh -8, LAP4 TOR yeast 104, procasp7 counter -2, MEP2-GFP yeast 100, AHR activator 5, RPL19A-GFP yeast 96 and proCasp3 act -1.
Screening Nc1c([N+](=O)[O-])c(=O)oc2ccccc12 returned CR mimetic SO 89, GASC-1 inh -25, LAP4 TOR yeast 106, procasp7 counter 6, MEP2-GFP yeast 69, AHR activator 0, RPL19A-GFP yeast 96 and proCasp3 act -3.
For Cn1nnc2cc(C(=O)NC3CC3)ccc21 the results were CR mimetic SO 111, GASC-1 inh -11, LAP4 TOR yeast 94, procasp7 counter 0, MEP2-GFP yeast 100, AHR activator 1, RPL19A-GFP yeast 93 and proCasp3 act 4.

The listing, previewed entries included:
`O=C(O)c1ccc(Cl)c(S(=O)(=O)Nc2cccc(C(=O)Nc3cccc(C(F)(F)F)c3)c2)c1` gave CR mimetic SO 96, GASC-1 inh -6, LAP4 TOR yeast 103, procasp7 counter 4, MEP2-GFP yeast 100, AHR activator 6, RPL19A-GFP yeast 99 and proCasp3 act 3.
COc1ccc(CNC(=O)COc2cccnc2[N+](=O)[O-])cc1OC was read as CR mimetic SO 111, GASC-1 inh -4, LAP4 TOR yeast 92, procasp7 counter -1, MEP2-GFP yeast 106, AHR activator 12, RPL19A-GFP yeast 101 and proCasp3 act -9.
Screening Cc1ccccc1Oc1ccc(Oc2ccccc2C)nn1 returned CR mimetic SO 109, GASC-1 inh -8, LAP4 TOR yeast 104, procasp7 counter -2, MEP2-GFP yeast 100, AHR activator 5, RPL19A-GFP yeast 96 and proCasp3 act -1.
Screening Nc1c([N+](=O)[O-])c(=O)oc2ccccc12 returned CR mimetic SO 89, GASC-1 inh -25, LAP4 TOR yeast 106, procasp7 counter 6, MEP2-GFP yeast 69, AHR activator 0, RPL19A-GFP yeast 96 and proCasp3 act -3.
For Cn1nnc2cc(C(=O)NC3CC3)ccc21 the results were CR mimetic SO 111, GASC-1 inh -11, LAP4 TOR yeast 94, procasp7 counter 0, MEP2-GFP yeast 100, AHR activator 1, RPL19A-GFP yeast 93 and proCasp3 act 4.
Screening Nc1nn(S(=O)(=O)c2ccccc2)cc1-c1cccc([N+](=O)[O-])c1 returned CR mimetic SO 103, GASC-1 inh -4, LAP4 TOR yeast 98, procasp7 counter 6, MEP2-GFP yeast 97, AHR activator 13, RPL19A-GFP yeast 94 and proCasp3 act 3.
For Cc1ccc(C(=O)NCCn2c(N)c(C#N)c3nc4ccccc4nc32)cc1 the results were CR mimetic SO 98, GASC-1 inh -5, LAP4 TOR yeast 83[may fluoresce violet], procasp7 counter -4, MEP2-GFP yeast 184*[may fluoresce violet], AHR activator -10, RPL19A-GFP yeast 62[may fluoresce violet] and proCasp3 act -6.
Screening COc1ccccc1/C=C\C=N\n1c(-c2ccc(Cl)cc2)n[nH]c1=S returned CR mimetic SO 117, GASC-1 inh -4, LAP4 TOR yeast 88, procasp7 counter 6, MEP2-GFP yeast 104, AHR activator 17, RPL19A-GFP yeast 102 and proCasp3 act -5.
CC1Cc2cc(/C(O)=C3/C(=O)C(=O)N(Cc4ccncc4)C3c3ccc(N(C)C)cc3)ccc2O1 (centres undefined) was read as CR mimetic SO 105, GASC-1 inh -18, LAP4 TOR yeast 96, procasp7 counter -34, MEP2-GFP yeast 99, AHR activator 2, RPL19A-GFP yeast 104 and proCasp3 act 4.
For COc1ccc(-c2cc(C(F)(F)F)c3c(N)c(C(=O)NCCSC)sc3n2)cc1 the results were CR mimetic SO 98, GASC-1 inh 6, LAP4 TOR yeast 91, procasp7 counter -2, MEP2-GFP yeast 110, AHR activator 62*, RPL19A-GFP yeast 106 and proCasp3 act -15.
`COc1ccc(OC)c(CCNC(=O)CCc2nnc3ccc(N4CCCCC4)nn23)c1` gave CR mimetic SO 95, GASC-1 inh 12, LAP4 TOR yeast 119, procasp7 counter 2, MEP2-GFP yeast 116, AHR activator 13, RPL19A-GFP yeast 108 and proCasp3 act 4.
Screening COc1ccc(N2CCN(C(=O)COC(=O)c3oc4ccc(OC)cc4c3C)CC2)cc1 returned CR mimetic SO 99, GASC-1 inh -1, LAP4 TOR yeast 110, procasp7 counter 11, MEP2-GFP yeast 102, AHR activator 2, RPL19A-GFP yeast 104 and proCasp3 act -3.
For O=C(CCc1ccc(S(=O)(=O)NCCc2ccccc2)cc1)Nc1ccc2c(c1)OCCO2 the results were CR mimetic SO 111, GASC-1 inh 2, LAP4 TOR yeast 100, procasp7 counter 4, MEP2-GFP yeast 98, AHR activator 1, RPL19A-GFP yeast 96 and proCasp3 act 8.
For Cc1nc(-c2cc(C#N)c(Sc3cccc(C(F)(F)F)c3)nc2C)cs1 the results were CR mimetic SO 109, GASC-1 inh -5, LAP4 TOR yeast 115, procasp7 counter 2, MEP2-GFP yeast 103, AHR activator 0, RPL19A-GFP yeast 103 and proCasp3 act 15.
CC(C)(C)c1ccc(/C=C/C(=O)Nc2nncs2)cc1 was read as CR mimetic SO 91, GASC-1 inh 0, LAP4 TOR yeast 104, procasp7 counter 10, MEP2-GFP yeast 100, AHR activator 15, RPL19A-GFP yeast 102 and proCasp3 act -5.
Screening COc1ccc2[nH]c3c(=O)n(Cc4ccc(C(=O)N5CCCCCC5)cc4)c(=S)[nH]c3c2c1 returned CR mimetic SO 88, GASC-1 inh 4, LAP4 TOR yeast 89, procasp7 counter 0, MEP2-GFP yeast 106, AHR activator 6, RPL19A-GFP yeast 97 and proCasp3 act 4.
`O=C(/C=C/c1ccccn1)c1cc(Br)ccc1O` gave CR mimetic SO 96, GASC-1 inh 19, LAP4 TOR yeast 212*, procasp7 counter 4, MEP2-GFP yeast 80, AHR activator -5, RPL19A-GFP yeast 69 and proCasp3 act -3.
For COc1cccc(CNC(C)C(=O)Nc2ccc3c(c2)OCCO3)c1 (centres undefined) the results were CR mimetic SO 87, GASC-1 inh 4, LAP4 TOR yeast 102, procasp7 counter 5, MEP2-GFP yeast 98, AHR activator 9, RPL19A-GFP yeast 99 and proCasp3 act -1.
CN(c1ccc(C(=O)N2CCc3ccccc3C2)cc1)S(C)(=O)=O was read as CR mimetic SO 119, GASC-1 inh 3, LAP4 TOR yeast 100, procasp7 counter 4, MEP2-GFP yeast 98, AHR activator -8, RPL19A-GFP yeast 102 and proCasp3 act -4.
`CCc1cccc2c(C(=O)COC(=O)c3ccccc3)c[nH]c12` gave CR mimetic SO 108, GASC-1 inh -14, LAP4 TOR yeast 95, procasp7 counter 7, MEP2-GFP yeast 99, AHR activator 0, RPL19A-GFP yeast 98 and proCasp3 act 3.
CCOC(=O)c1sc2ncnc(N3CCN(c4ccc(OC)cc4)CC3)c2c1C was read as CR mimetic SO 91, GASC-1 inh 0, LAP4 TOR yeast 99, procasp7 counter -5, MEP2-GFP yeast 103, AHR activator 0, RPL19A-GFP yeast 98 and proCasp3 act 3.
`COc1ccccc1CNC(=O)CC(C)C` gave CR mimetic SO 92, GASC-1 inh 4, LAP4 TOR yeast 96, procasp7 counter -2, MEP2-GFP yeast 99, AHR activator 3, RPL19A-GFP yeast 96 and proCasp3 act 2.
For O=C(O)c1ccccc1/C=N/Nc1ccc(S(=O)(=O)N2CCOCC2)cc1[N+](=O)[O-] the results were CR mimetic SO 100, GASC-1 inh -3, LAP4 TOR yeast 110, procasp7 counter -5, MEP2-GFP yeast 103, AHR activator -1, RPL19A-GFP yeast 99 and proCasp3 act -13.
`Cc1ccc(C(=O)NC(O)C(Cl)Cl)cc1` (centres undefined) gave CR mimetic SO 104, GASC-1 inh 3, LAP4 TOR yeast 106, procasp7 counter 8, MEP2-GFP yeast 113, AHR activator -4, RPL19A-GFP yeast 105 and proCasp3 act -1.
For CS(=O)(=O)c1ccc(C(=O)NCC2(N3CCCCC3)CCCCC2)cc1 the results were CR mimetic SO 95, GASC-1 inh 3, LAP4 TOR yeast 87, procasp7 counter -6, MEP2-GFP yeast 104, AHR activator 1, RPL19A-GFP yeast 96 and proCasp3 act 6.
For C=CCNC(=O)CN(c1ccc(OC)cc1OC)S(C)(=O)=O the results were CR mimetic SO 101, GASC-1 inh -5, LAP4 TOR yeast 99, procasp7 counter -11, MEP2-GFP yeast 107, AHR activator -3, RPL19A-GFP yeast 109 and proCasp3 act -6.
For CC(=O)c1ccc(NC(=S)N2CCN(C(=S)Nc3ccc(C(C)=O)cc3)C(C)C2)cc1 (centres undefined) the results were CR mimetic SO 110, GASC-1 inh 28, LAP4 TOR yeast 94, procasp7 counter -6, MEP2-GFP yeast 97, AHR activator 1, RPL19A-GFP yeast 104 and proCasp3 act -2.
Screening CC1CCCCN1C(=O)COC(=O)c1ccc(N2CCCC2=O)cc1 (centres undefined) returned CR mimetic SO 96, GASC-1 inh -7, LAP4 TOR yeast 110, procasp7 counter 5, MEP2-GFP yeast 105, AHR activator -1, RPL19A-GFP yeast 101 and proCasp3 act 3.
`COc1cccc(CN(C)C(=O)CCNC(=O)c2ccco2)c1` gave CR mimetic SO 85, GASC-1 inh -2, LAP4 TOR yeast 95, procasp7 counter 9, MEP2-GFP yeast 96, AHR activator -2, RPL19A-GFP yeast 96 and proCasp3 act 9.
For CCOc1ccc(C(=O)NCC(=O)OCC(=O)N2CCC(C)CC2)cc1 the results were CR mimetic SO 94, GASC-1 inh -17, LAP4 TOR yeast 96, procasp7 counter 12, MEP2-GFP yeast 99, AHR activator -2, RPL19A-GFP yeast 96 and proCasp3 act -2.
`Cc1ccc(NC(=O)c2ccc(Cl)nc2)cc1` gave CR mimetic SO 87, GASC-1 inh -1, LAP4 TOR yeast 95, procasp7 counter 2, MEP2-GFP yeast 96, AHR activator 20, RPL19A-GFP yeast 94 and proCasp3 act 1.
Screening Brc1ccc(OCc2nnnn2-c2ccccc2)cc1 returned CR mimetic SO 133, GASC-1 inh 7, LAP4 TOR yeast 93, procasp7 counter -1, MEP2-GFP yeast 90, AHR activator -3, RPL19A-GFP yeast 99 and proCasp3 act 9.
Screening N=C1SC(CC(=O)Nc2ccccc2[N+](=O)[O-])C(=O)N1c1ccccc1 (centres undefined) returned CR mimetic SO 118, GASC-1 inh 5, LAP4 TOR yeast 112, procasp7 counter 0, MEP2-GFP yeast 103, AHR activator -3, RPL19A-GFP yeast 97 and proCasp3 act 2.
`O=C1COc2ccc(OCc3ccc(F)cc3)cc21` gave CR mimetic SO 103, GASC-1 inh 4, LAP4 TOR yeast 104, procasp7 counter -6, MEP2-GFP yeast 98, AHR activator -3, RPL19A-GFP yeast 95 and proCasp3 act -7.
